H69AR inhibit: blocks growth of human H69AR lung tumor cells | actives 6% (n = 85,000) | H69AR lung tumor viability, ATP luminescence, 72 h; active compounds read low | viability, % at 10 µM;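 active = viability at or below 40%; inactive = viability above 40%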;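 also: multidrug resistant small cell line overexpressing MRP-1 efflux transporter; 100% = mean luminescence of untreated control wells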
S1P2 ag: agonists of human S1P2 receptor; S1P2-expressing cell line, agonist reporter read-out; actives 0.46% (n = 97,000); activation, % at 4.5 µM; AID 729; O95136; in the data active = activation above about 16%;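 also: 0% = vehicle low control and 100% = maximal reference agonist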
S1P2 antag: S1P2 (human) receptor antagonism. O95136. cell-based S1P2 antagonist assay, inhibition at 5 uM. inhibition, % at 5 µM. actives 0.21% (n = 97,000). AID 736; in the data active = inhibition above about 45%;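 also: CRE beta-lactamase reporter cells expressing human S1P2 stimulated with S1P; 0% = agonist at EC80 alone and 100% = agonist plus reference antagonist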
PostGolgi ctrl: growth of the yeast control strain, post-Golgi counter-screen. efflux-deficient yeast background strain, growth absorbance A615, 16 h. inhibition, % at 10 µM. actives 5% (n = 98,000); in the data active = inhibition above about 30%
HUVEC inhibit: blocks proliferation of human endothelial cells; HUVEC proliferation, CellTiter-Glo luminescence, 72 h; active compounds read low; viability, % at 10 µM (by protocol); actives 1.1% (n = 86,000);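 active = viability at or below 30%; inactive = viability above 30%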;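 also: 100% = median luminescence of DMSO-only cell control wells on each plate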
Fibroblast inh: blocks proliferation of human lung fibroblasts. LL 47 human lung fibroblast viability, ATP luminescence; active compounds read low. viability, % at 10 µM. actives 1.1% (n = 85,000). AID 719;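 active = viability at or below 50% in the single dose screen; inactive = viability above 50%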;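 also: compound exposure lasted 72 h before the ATP readout; 100% = median luminescence of untreated cell-only wells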
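Assay system: human lung fibroblast line LL 47, low passage. Input: 1,150 fibroblasts seeded per well. Times: overnight cell rest, 72 h compound treatment at 37 °C. Evaluation: % viability of median cell-only signal. Technique: luminescent ATP detection, CellTiter-Glo. Control set: cell-only wells, no compound.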
sEH inh: soluble epoxide hydrolase (human) inhibition; AID 707; actives 0.34% (n = 91,000); P34913; inhibition, % at 2 µM; recombinant human sEH enzymatic activity assay; in the data active = inhibition above about 80%; also: values of inactives mirror those of a sister screen read the other way; many of its hits are not listed in these tables
sEH act: increases human soluble epoxide hydrolase activity; activation, % at 2 µM; purified human sEH enzymatic activity, activator screen; P34913; actives 0.04% (n = 91,000); in the data active = activation above about 37%; also: values of inactives mirror those of a sister screen read the other way
PTPN22 act: activators of human LYP (PTPN22) phosphatase; Q9Y2R2; recombinant LYP, DiFMUP fluorescence; 0 = plate median, 100 = signal doubled; activation, % at 2 µM; actives 0.11% (n = 96,000);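 active = activation at 2 µM above a set limit, the mean plus 5 SD, cut at about 37% in these data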
Target sequence (Q9Y2R2 whole entry, looked up): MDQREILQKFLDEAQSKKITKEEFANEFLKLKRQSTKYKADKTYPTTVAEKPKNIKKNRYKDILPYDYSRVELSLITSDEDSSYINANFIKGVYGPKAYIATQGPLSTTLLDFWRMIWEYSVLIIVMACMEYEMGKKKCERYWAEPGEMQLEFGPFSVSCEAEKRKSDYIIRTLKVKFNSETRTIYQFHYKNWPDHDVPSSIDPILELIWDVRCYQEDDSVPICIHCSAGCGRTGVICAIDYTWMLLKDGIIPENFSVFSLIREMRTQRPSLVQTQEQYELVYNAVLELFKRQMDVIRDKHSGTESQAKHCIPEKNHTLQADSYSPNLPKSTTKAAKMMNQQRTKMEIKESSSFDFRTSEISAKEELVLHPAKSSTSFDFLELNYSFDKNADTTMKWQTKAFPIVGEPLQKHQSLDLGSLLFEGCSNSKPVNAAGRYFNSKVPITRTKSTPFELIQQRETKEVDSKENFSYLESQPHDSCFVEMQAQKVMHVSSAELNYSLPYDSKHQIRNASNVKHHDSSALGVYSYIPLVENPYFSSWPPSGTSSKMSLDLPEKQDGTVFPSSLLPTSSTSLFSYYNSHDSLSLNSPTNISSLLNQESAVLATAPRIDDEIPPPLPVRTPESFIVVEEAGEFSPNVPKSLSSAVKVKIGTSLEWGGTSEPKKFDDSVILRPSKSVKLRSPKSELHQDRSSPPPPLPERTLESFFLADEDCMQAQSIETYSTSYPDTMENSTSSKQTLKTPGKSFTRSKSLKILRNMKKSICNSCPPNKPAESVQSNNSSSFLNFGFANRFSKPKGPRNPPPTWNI
An asterisk follows results filed as active; / = no result given. This is a subset. The share of hits here may be higher or lower than overall.

Structure,H69AR inhibit,S1P2 ag,S1P2 antag,PostGolgi ctrl,HUVEC inhibit,Fibroblast inh,sEH inh,sEH act,PTPN22 act
CC(C)OC(=O)C1C(=O)CC(C)(O)C(C(=O)OC(C)C)C1c1ccc(F)cc1 (configuration not stated),68,-2,8,10,83,104,9,-6,-2
CC(Oc1ccc(Cl)cc1)C(=O)NCCCn1ccnc1 (configuration not stated),91,-4,-9,0,95,95,-8,4,3
CN1CCN(c2ncnc3c2[nH]c2ccc(F)cc23)CC1,78,/,/,-4,83,102,/,/,/
Cc1cccc(C)c1NC(=O)N1C(C(=O)O)CSC1C(=O)O (configuration not stated),/,-4,4,1,/,/,12,-10,-1
COc1ccccc1N1CCN(C(=O)c2cc(-c3ccco3)on2)CC1,97,-5,6,12,98,100,1,1,-10
CC(C)c1ccc2c(c1)C(c1ccc(N3CCOCC3)cc1)=NNC(c1cccs1)=N2,/,-8,11,42*,/,/,1,1,0
Cc1nc(/N=C\N(C)C)sc1C(=O)Nc1ccccc1,88,-6,-8,-2,95,95,4,-2,8
Cc1ccc(-c2cc(C(=O)N/N=C/c3c(C)nn(-c4ccccc4)c3C)[nH]n2)cc1,/,-1,11,0,/,/,9,-7,2
Cc1ccc(C(C(=O)NC2CCCCC2)N(CCC(C)C)C(=O)CNC(=O)c2ccco2)o1 (configuration not stated),69,-2,15,1,89,91,-2,3,15
COc1ccc(CN2CCN(C(=O)c3cccnc3)CC2)cc1Br,97,-3,-13,0,104,97,-10,13,-1
O=C(Oc1cccnc1)c1cc(S(=O)(=O)N2CCCCC2)ccc1Cl,70,-5,-14,6,81,96,9,-8,3
CSc1ncccc1-c1nc2ccccc2[nH]1,/,-2,-1,16,/,/,2,-1,-7
CCN(CC)S(=O)(=O)c1ccc2oc(C(=O)NC(C)C)c(C)c2c1,29*,/,/,18,97,100,/,/,/
Cn1nc(CC(=O)NCCN2C(=O)CSC2=O)c2ccccc2c1=O,/,-3,1,-6,/,/,/,/,-1
Cc1ccc2oc(=O)c3cnn(CC(=O)NCCN(C)C)c3c2c1,92,/,/,2,98,95,/,/,/
O=S1(=O)CCC(NS(=O)(=O)/C=C/c2ccccc2)C1 (configuration not stated),87,-2,6,0,98,86,4,-4,2
Cc1oc(C(=O)O)cc1COc1cccc2cccnc12,93,-1,9,-1,102,106,1,0,-16
Cc1nc(N2CCOCC2)nc(N2CCN(c3ccccc3)CC2)c1[N+](=O)[O-],/,-5,14,19,/,/,4,-1,-4
CCC(=O)N1CCc2cc(S(=O)(=O)CCC(=O)Nc3ccc(CC)cc3)ccc21,95,-5,-1,1,99,103,57,-58,1
O=Nc1c(O)n(Cc2cccc(Cl)c2)c2ccccc12,/,-12,-9,28,/,/,11,-11,0
Cn1c(C(=O)NCCN2CCc3ccccc3C2)cc2c(=O)n(C)c3ccccc3c21,15*,-2,5,34*,74,84,/,/,2
CCCCOc1cccc(C2(C(=O)O)CCCC2)c1,104,1,17,-1,109,100,2,2,2
NC(=O)CNC(=O)[C@@H]1CC2(CC(c3ccc(Cl)cc3)=NO2)CN1C(=O)c1ccc(Br)cc1 (some centres not stated),/,-8,3,7,/,/,5,-4,8
O=C(Nc1ccccc1-c1nnn(CC(=O)N2CCc3ccccc3C2)n1)C1CCC1,60,1,-7,6,92,92,5,-6,-7
Cc1cc2n(n1)C(c1cn(-c3ccccc3)nc1C)Nc1ccccc1-2 (configuration not stated),88,-4,-22,14,93,93,1,2,-7
COC(=O)CSc1nc(N)nc(C)c1Br,87,0,-6,-3,95,91,/,/,2
Cc1ccccc1-c1nc(CS(=O)(=O)CC(=O)NCCCN2CCCC2=O)c(C)o1,85,/,/,-5,98,97,/,/,/
CNC(=S)NNC(=O)c1sccc1OCc1ccc(Cl)cc1Cl,/,-5,5,-3,/,/,2,-1,-9
O=C(C1CCCN(Cc2cccc(F)c2)C1)N1CCCCC1 (configuration not stated),94,-4,-1,2,98,92,5,-8,-15
COc1ccc(S(=O)(=O)N2CCOCC2)cc1C(=O)Nc1ccon1,102,-6,-3,4,108,104,10,-5,7
CCOC(=O)N1CCC(c2nc(C)sc2C(=O)O)CC1,98,-2,12,-6,104,99,7,-7,9
Cc1ccc(NCc2nnc(SCC(N)=O)n2CCc2ccccc2)cc1,73,-6,-7,1,91,97,1,-2,1
COCC(=O)n1nc(-c2ccc(Cl)cc2)nc1NCc1ccc(F)cc1,33*,-1,-13,2,58,79,9,-10,-8
CCN1C(=O)/C(=C/N2CC(C)CC(C)C2)SC1=S (configuration not stated),101,-8,3,9,99,97,22,-22,4
O=C(Nc1ccc2c(c1)OCCO2)NC12CC3CC(CC(C3)C1)C2,79,-5,-7,2,85,90,97*,-97,5
Cc1ccc2c(c1)N(Cc1ccc3c(c1)OCO3)C(=O)C(C)O2 (configuration not stated),105,-6,12,11,105,96,8,-6,7
Cc1nn2c3ccccc3n(C)c2nc1=O,87,-4,-25,/,91,94,2,1,-2
CCOC(=O)c1sc(NC(=O)c2sccc2C)cc1C,/,-7,-8,2,/,/,16,-14,1
CC1CCCC(C)N1C(=O)Nc1cccc(Cl)c1 (configuration not stated),108,-10,24,6,98,101,5,-2,-6
Cc1ccc(-c2nnc(SCC(=O)N3CCCc4ccccc43)n2N)cc1,96,-4,12,4,87,104,6,-6,10
CCOc1ccccc1N(CC(=O)O)S(=O)(=O)c1ccc(C)cc1,91,0,0,17,91,95,3,2,-4
CCCCc1[nH]nc2c1C1(C(=O)N(CC)c3ccccc31)C(C#N)=C(N)O2 (configuration not stated),72,-12,20,15,89,96,1,-3,-4
CC(=O)Nc1ccc(N2CCCCC2)cc1,92,1,-7,13,104,101,-1,1,22
C=CCn1c(SCC(=O)NCc2ccco2)nc2sc3c(c2c1=O)CCC3,82,-10,8,15,95,95,4,-4,-5
Cc1nc2cccc(C(=O)NCc3ccccc3)c2o1,/,-10,7,3,96,106,6,-8,3
CCOc1ccc(OC(=O)C(CCS(C)(=O)=O)N2C(=O)c3ccccc3C2=O)cc1 (configuration not stated),60,-2,-9,2,75,98,-12,10,11
CNc1nc(Sc2cccc(C(F)(F)F)c2)cc(C(F)(F)F)n1,/,1,-13,11,/,/,-4,1,3
COc1cc2c3nnc(-c4ccc(F)cc4)c-3cn(Cc3cccc(C)c3)c2cc1OC,1.1*,0,-9,-2,2.3*,3.2*,-11,10,2
COc1cccc(CSc2nc3sc(C)c(C)c3c(=O)n2Cc2ccco2)c1,74,-1,14,-2,82,87,-8,9,-7
COc1ccc(N2CCN(C(=O)CC(NC(N)=O)c3cccc(Oc4ccccc4)c3)CC2)cc1 (configuration not stated),88,-2,9,13,92,91,-2,2,-1
CSc1nc(-c2ccco2)nn1C(=O)Cc1ccccc1,90,-1,-15,-2,104,102,3,0,-4
CCOc1ccc(S(=O)(=O)Nc2cc(Cl)ccc2O)cc1,17*,0,-21,11,80,96,-15,18,13
CC(=O)Nc1nc(C)c(-c2csc(Nc3ccc(O)cc3)n2)s1,7.2*,-2,-13,-4,40,47*,-2,0,-2
C=CCn1c(Cc2nc3ccc(Cl)cc3[nH]2)n[nH]c1=S,/,-7,25,0,94,98,15,-12,-7
COc1ccc(N2C(=O)C3CCCN3C2=O)cc1 (configuration not stated),99,0,-2,11,108,103,10,-8,-5
CCC1(C)N(O)C(C)(C)C(c2ccc(OC)cc2)=[N+]1[O-] (configuration not stated),85,-1,13,-5,104,102,-15,20,0
Cc1ccc2c(CC(=O)O)coc2c1,100,-5,9,2,103,102,-7,7,-2
CCn1cc(C(=O)C(F)(F)F)c2ccccc21,/,-12,-2,0,/,/,4,-1,6
FC(F)(F)c1cc(-c2ccco2)nc(N2CCN(c3ccccc3)CC2)n1,70,0,-2,1,97,90,3,-3,-8
CCOc1ccc(NS(=O)(=O)CC23CCC(CC2=O)C3(C)C)cc1 (configuration not stated),/,-5,5,3,/,/,2,0,13

Single records, from the list above. Screens in order: H69AR inhibit	S1P2 ag	S1P2 antag	PostGolgi ctrl	HUVEC inhibit	Fibroblast inh	sEH inh	sEH act	PTPN22 act
CSc1nc(-c2ccco2)nn1C(=O)Cc1ccccc1 across the screens: 90	-1	-15	-2	104	102	3	0	-4
CCC1(C)N(O)C(C)(C)C(c2ccc(OC)cc2)=[N+]1[O-] (configuration not stated) across the screens: 85	-1	13	-5	104	102	-15	20	0

(next part)
Structure,H69AR inhibit,S1P2 ag,S1P2 antag,PostGolgi ctrl,HUVEC inhibit,Fibroblast inh,sEH inh,sEH act,PTPN22 act
Cc1ccccc1-c1n[nH]c(=S)o1,89,-10,-24,24,84,99,-14,12,-2
CCOC(=O)CC(=O)CSc1nnc2sc3ccccc3n12,81,-7,-3,1,86,97,/,/,8
Cc1nc(SCC(=O)Nc2c(C)nn(C)c2C)c2cnn(-c3ccccc3)c2n1,88,-3,22,11,64,102,-2,3,-2
CCC(C)OC(=O)C1=C(C)OC23OC(N)=C(C#N)C12C(=O)c1ccccc13 (configuration not stated),90,-4,-2,/,87,93,10,-9,13
COc1ccc(-c2nnc(SCC(=O)Nc3nc4ccccc4s3)n2C)cc1,94,-5,-6,-5,78,97,2,-1,9
CCc1ccc2c(c1)cc(CN(C(=S)Nc1cccc(C)c1)C1CC1)c1nnnn12,/,-8,11,3,/,/,2,0,-8
CCN1CCN(c2ccc(NC(=O)Cc3ccccc3)cc2)CC1,91,-2,-2,-2,105,90,4,-4,0
CCCCCCn1cc(C(=O)O)c(=O)c2ccccc21,61,-3,15,29,95,97,8,-9,-11
CN1CCN(C(=O)Cn2c(=O)oc3cc(S(=O)(=O)NCc4ccccc4)ccc32)CC1,94,0,21,8,105,98,6,-7,2
COc1ccc(CCNC(=O)c2ccn[nH]2)cc1OC,90,-4,-12,9,95,94,/,/,10
CC(CNC(=O)c1cncc(O)c1)NC(=O)c1cncc(O)c1 (configuration not stated),98,-1,-18,1,76,97,1,2,7
CCOc1[nH]n(-c2ccc(Cl)cc2)c(=O)c1C=Nc1ccc(O)cc1,/,-4,11,2,/,/,7,-6,-4
N#CC1=C(SCC(N)=O)NC(=O)CC1c1ccccc1Cl (configuration not stated),110,-1,4,6,88,100,-14,16,0
O=C(c1ccccc1-c1nc2ccccc2[nH]1)N1CCOCC1,83,/,/,-5,94,98,/,/,/
Cc1nc(S/C(=C/c2ccc(-c3ccc(Cl)cc3)o2)C(=O)O)n[nH]1,/,0,-20,-3,/,/,-4,6,-21
COc1ccccc1NC(=O)NCC(=O)Nc1ccc(F)c(F)c1,103,-2,4,-2,97,91,7,-8,-6
CC(=O)NC(=S)Nc1ccc(NC(=O)COc2ccc(Cl)cc2Cl)cc1,/,-6,-25,5,/,/,82*,-82,4
O=C(/C=N/O)NCCN1CCCCC1,105,-3,5,-2,85,95,5,-5,10
O=C(c1ccco1)N1CCN(C(=O)C2CCCO2)CC1 (configuration not stated),89,-2,-10,17,99,96,7,-6,-5
COc1ccc(S(=O)(=O)Nc2cccc(C)n2)c2ccccc12,95,1,6,-1,102,105,10,-5,-2
COC(=O)N1CN(C(=O)OC)CN(C(=O)OC)C1,95,-4,13,9,104,97,-9,12,-6
CC1(C)CC(=O)c2cc(OCC(=O)NCCN3CCCc4ccccc43)ccc2O1,105,-8,-2,6,98,101,-5,6,9

Screens from PubChem BioAssay.
